Screening results (PubChem BioAssay)
UBC13 polyUb = UBC13 polyubiquitin chain formation inhibitors, primary screen, biochemical, TR-FRET, uHTS. Ubiquitin-conjugating enzyme E2 N (Homo sapiens), P61088. inhibition, % at 20 µM. actives 0.47% (n = 330,000); in the data active = inhibition above about 45%, passing the limit was not always enough
Target sequence (P61088 whole entry, looked up): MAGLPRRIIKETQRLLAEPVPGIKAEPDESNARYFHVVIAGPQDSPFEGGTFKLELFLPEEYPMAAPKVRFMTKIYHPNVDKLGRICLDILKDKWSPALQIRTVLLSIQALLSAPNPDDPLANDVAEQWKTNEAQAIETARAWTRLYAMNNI
CCR6 antag = CCR6 receptor antagonists, primary screen, cell-based, CHO-K1, luminescence, beta-arrestin, uHTS | actives 0.49% (n = 340,000) | inhibition, % at 20 µM | AID 493098, 2011 | CHO-K1 CCR6 PathHunter beta-arrestin, CCL20-stimulated;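 active = compounds whose inhibition of the agonist-driven luminescence signal at 20 µM reaches about 50%, limit read from the data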;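 note: cells stimulated with CCL20 at 14 nM final; plate controls were DMSO with CCL20 for no effect and DMSO without agonist for full effect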
APJ agonist = agonists of human apelin receptor APJ, primary screen, CHO-K1 cells, PathHunter beta-arrestin, luminescence. actives 0.11% (n = 330,000). P35414. 0% DMSO wells, 100% apelin. activation, % at 20 µM;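 active = activation more than six SD over the plate average, tested at 20 µM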;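 note: 0% = DMSO alone and 100% = apelin-13 at 10 nM; some results filed as inactive read as strong as hits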
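Incubation: overnight seeding, 90 min compound at 25 °C, 1 h detection; test system: PathHunter CHO-K1 APJ (AGTRL-1) beta-arrestin reporter cells; amount: 1000 cells/well; doses: one dose, 20 µM compound, 1% DMSO; measured by: beta-gal luminescence; measure: agonist-driven arrestin binding to APJ; benchmarks: negative DMSO alone, positive Apelin-13 at 10 nM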
APJ antagonist = antagonists of human apelin receptor APJ, primary screen, CHO-K1 cells, beta-arrestin complementation, luminescence; P35414; inhibition, % at 20 µM; actives 0.32% (n = 330,000);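 active = inhibition above about 40% at 20 µM, limit read from the data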;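 note: cells challenged with 10 nM apelin-13 agonist together with compound; plate controls were apelin-13 plus DMSO wells for no effect and DMSO wells lacking apelin-13 for full effect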
Gli-Sufu antag = Gli-Sufu pathway antagonists, primary screen, luciferase luminescence, Sufu-KO-LIGHT cells, uHTS. Sufu-KO-LIGHT fibroblasts, Gli luciferase reporter luminescence. actives 0.74% (n = 340,000). inhibition, % at 5 µM;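 active = inhibition above about 55%, limit read from the data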;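 note: 0% = DMSO-treated cells and 100% = wells with medium but no cells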
ATG4B inhibitor = ATG4B protease inhibitors, primary screen, biochemical, fluorescence, uHTS. ATG4B cleavage of LC3-PLA2, NBD-HPC fluorescence, 1 h. inhibition, % at 8.33 µM. actives 0.51% (n = 340,000); in the data active = inhibition above about 40%
EBI2 block = EBI2 receptor antagonists, beta-arrestin recruitment, primary screen, cell-based, luminescence, 7a,25-OHC stimulation, uHTS. G-protein coupled receptor 183 (Homo sapiens), P32249. 7a,25-OHC stimulated. inhibition, % at 5 µM. actives 0.81% (n = 360,000). AID 651636, 2012; in the data active = inhibition above about 38%;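 note: enzyme fragment complementation signal reports receptor beta-arrestin coupling in cells; 0% = agonist plus DMSO wells and 100% = wells without agonist; some results beyond the cut were filed as inactive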
Target sequence (P32249 whole entry, looked up, the tested form may be a part): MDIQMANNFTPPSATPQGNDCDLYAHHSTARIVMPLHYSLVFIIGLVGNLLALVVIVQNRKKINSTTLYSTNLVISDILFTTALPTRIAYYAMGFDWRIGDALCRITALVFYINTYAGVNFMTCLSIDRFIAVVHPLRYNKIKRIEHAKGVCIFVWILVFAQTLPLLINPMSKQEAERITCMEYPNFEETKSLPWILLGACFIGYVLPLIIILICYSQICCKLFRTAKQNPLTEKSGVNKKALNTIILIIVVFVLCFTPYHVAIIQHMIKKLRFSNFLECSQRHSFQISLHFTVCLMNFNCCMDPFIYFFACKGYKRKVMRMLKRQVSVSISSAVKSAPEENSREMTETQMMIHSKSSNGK
CXCR6 block = CXCR6 receptor inhibitors, primary screen, cell-based, beta-arrestin, luminescence, CHO-K1 PathHunter, 1536-well. C-X-C chemokine receptor type 6 (Homo sapiens), O00574. inhibition, % at 20 µM. actives 0.36% (n = 360,000); in the data active = inhibition above about 34%, passing the limit was not always enough;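 note: antagonist mode with CXCL16 agonist at 10 nM final; 0% = 10 nM CXCL16 with DMSO and 100% = unstimulated wells without agonist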
Target sequence (O00574 whole entry, looked up): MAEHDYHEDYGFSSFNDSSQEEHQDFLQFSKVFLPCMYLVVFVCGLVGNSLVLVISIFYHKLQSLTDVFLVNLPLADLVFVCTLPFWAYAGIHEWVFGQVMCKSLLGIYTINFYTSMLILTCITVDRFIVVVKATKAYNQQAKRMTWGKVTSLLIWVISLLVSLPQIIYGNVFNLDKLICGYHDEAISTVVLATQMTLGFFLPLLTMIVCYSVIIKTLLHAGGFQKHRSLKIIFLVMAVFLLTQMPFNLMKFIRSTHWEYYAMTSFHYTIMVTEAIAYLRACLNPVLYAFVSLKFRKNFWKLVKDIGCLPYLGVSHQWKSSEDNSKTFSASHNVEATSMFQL
An asterisk follows results filed as active; . = no result given. No enrichment for hits (roughly 3% active in at least one column).

SMILES	UBC13 polyUb	CCR6 antag	APJ agonist	APJ antagonist	Gli-Sufu antag	ATG4B inhibitor	EBI2 block	CXCR6 block
O=C(CN1CCOCC1)OCCCc1ccccc1	7	-6	3	-4	1	-7	2	7
CC(C)(C)NC(=O)c1ccc2nsnc2c1	2	-2	-1	-2	-3	6	-4	1
CC(C)c1ccc(-c2nnn(CCC#N)n2)cc1	1	9	-3	4	-19	5	1	-2
COc1ccc(S(=O)(=O)NCc2ccccn2)cc1NC(=O)c1ccc(Cl)cc1	-14	-1	1	7	1	-15	0	2
COc1ccc(-c2nc(N)n(C(C)=O)n2)cc1	-2	4	-3	-20	16	-13	3	2
COc1ccc(CCN2C(=O)CSC2=S)cc1OC	-9	6	0	0	20	8	3	0
O=C(c1cc(-c2ccccc2)n[nH]1)N1CCc2c([nH]c3ccccc23)C1c1ccccn1 (stereo unspecified)	-8	-5	-1	3	4	27	8	-2
Cc1ccccc1N(CC(=O)NCc1ccc2c(c1)OCO2)C(=O)C1CSC(=O)C1 (stereo unspecified)	1	11	-3	9	23	3	3	-1
O=C(CC1Nc2ccccc2NC1=O)Nc1cc(Cl)cc(Cl)c1 (stereo unspecified)	1	-6	0	3	-3	4	12	-8
Cc1ccc(S(=O)(=O)N2CCOCC2)cc1NC(=O)Cn1cc(C(F)(F)F)cc(Cl)c1=O	1	14	-1	15	1	2	-2	5
CNC(=O)CCCCC(=O)N/N=C/c1ccc(Cl)cc1Cl	-1	0	-5	2	-3	-7	-2	0
COc1cc(NC(=O)C2CCCN(S(=O)(=O)c3ccc4c(c3)CCCN4C(C)=O)C2)cc(OC)c1 (stereo unspecified)	6	15	-4	-17	8	-4	6	-13
O=C(NCc1ccco1)C(=O)c1cn(CC(=O)N2CCCCC2)c2ccccc12	5	-1	0	-1	7	-13	3	3
CC1=NN(c2nc(N)nc(/C(C#N)=C/c3ccc([N+](=O)[O-])o3)n2)C(C)(C)C1	.	53*	.	.	31	9	29	27
Cc1c(C(=O)N2CCOCC2)c(S(=O)(=O)Nc2cccc(C#N)c2)c(C)n1C	-5	6	1	-7	-12	-4	-5	5

An excerpt from further up, as a working copy:
SMILES	UBC13 polyUb	CCR6 antag	APJ agonist	APJ antagonist	Gli-Sufu antag	ATG4B inhibitor	EBI2 block	CXCR6 block
O=C(CN1CCOCC1)OCCCc1ccccc1	7	-6	3	-4	1	-7	2	7
CC(C)(C)NC(=O)c1ccc2nsnc2c1	2	-2	-1	-2	-3	6	-4	1
CC(C)c1ccc(-c2nnn(CCC#N)n2)cc1	1	9	-3	4	-19	5	1	-2
COc1ccc(S(=O)(=O)NCc2ccccn2)cc1NC(=O)c1ccc(Cl)cc1	-14	-1	1	7	1	-15	0	2
COc1ccc(-c2nc(N)n(C(C)=O)n2)cc1	-2	4	-3	-20	16	-13	3	2
COc1ccc(CCN2C(=O)CSC2=S)cc1OC	-9	6	0	0	20	8	3	0
O=C(c1cc(-c2ccccc2)n[nH]1)N1CCc2c([nH]c3ccccc23)C1c1ccccn1 (stereo unspecified)	-8	-5	-1	3	4	27	8	-2
Cc1ccccc1N(CC(=O)NCc1ccc2c(c1)OCO2)C(=O)C1CSC(=O)C1 (stereo unspecified)	1	11	-3	9	23	3	3	-1
O=C(CC1Nc2ccccc2NC1=O)Nc1cc(Cl)cc(Cl)c1 (stereo unspecified)	1	-6	0	3	-3	4	12	-8
Cc1ccc(S(=O)(=O)N2CCOCC2)cc1NC(=O)Cn1cc(C(F)(F)F)cc(Cl)c1=O	1	14	-1	15	1	2	-2	5
CNC(=O)CCCCC(=O)N/N=C/c1ccc(Cl)cc1Cl	-1	0	-5	2	-3	-7	-2	0
COc1cc(NC(=O)C2CCCN(S(=O)(=O)c3ccc4c(c3)CCCN4C(C)=O)C2)cc(OC)c1 (stereo unspecified)	6	15	-4	-17	8	-4	6	-13

Continued.
SMILES	UBC13 polyUb	CCR6 antag	APJ agonist	APJ antagonist	Gli-Sufu antag	ATG4B inhibitor	EBI2 block	CXCR6 block
Cc1ncc([N+](=O)[O-])n1CCOC(=O)Nc1ccc([N+](=O)[O-])cc1	0	9	0	-23	30	-1	-2	12
CC(=O)NCC1CCCN(c2nc3nonc3nc2N(C)Cc2ccccc2)C1 (stereo unspecified)	5	10	-4	0	14	-4	-11	1
CC(C)(C)Nc1nc(NC(C)(C)C)nc(-n2ccnc2)n1	3	5	-5	12	3	-7	40	3
O=S(Cc1ccccc1)CC(O)(c1ccccc1)c1ccccc1 (stereo unspecified)	4	-3	-2	-10	-1	9	3	-8
O=C(CN1CCN(c2ccccc2F)CC1)Nc1ccc2c(c1)CCC2	12	14	-1	15	0	-5	-3	-11
Cc1nn(-c2ccccc2)c2c1/C(=N/O)CC(C)(C)C2	7	6	-1	9	-32	1	-10	1
S=c1[nH]nc(COc2ccc(Cl)cc2)n1Cc1ccco1	-2	7	1	-7	-3	4	-13	2
O=C(c1ccco1)N1CCN(c2cc(=O)n(-c3ccc(Cl)cc3)c(=O)[nH]2)CC1	-1	-7	-4	3	-5	4	7	-2
Nc1c(Cl)cc(Cl)cc1C(=O)OCC(=O)NC1CC1	10	4	4	-10	2	0	-7	-6
Cc1cc(C)c(C(=O)COC(=O)C2CCN(c3ccc(C(F)(F)F)cn3)CC2)cc1C	2	14	-7	8	-3	6	11	7
COc1ccc(N2CCN(C(=O)COC(=O)c3cccc(S(=O)(=O)Nc4ccccc4OC)c3)CC2)cc1	5	13	-3	-3	6	-5	-10	-2
O=C1N(Cc2cccc(Cl)c2)C[C@@H]2C[C@@H](c3ccc4nonc4c3)N3CCC[C@@]123	5	12	-5	10	16	4	13	3
CCC1(C)NC(=O)N(CC(=O)Nc2sc3c(c2C(=O)OC)CCCCC3)C1=O (stereo unspecified)	5	8	1	4	-9	-5	-2	2
CC(Sc1ccccc1)C(=O)N1CCN(S(=O)(=O)c2ccccc2C(F)(F)F)CC1 (stereo unspecified)	4	-6	-5	-14	10	4	13	-13
Cc1csc(SCC(=O)Nc2nc3ccccc3s2)n1	-5	0	-1	2	-33	-5	4	-3

A few values from above.
For CCR6 antag, Cc1csc(SCC(=O)Nc2nc3ccccc3s2)n1 shows 0
For ATG4B inhibitor, COc1cc(NC(=O)C2CCCN(S(=O)(=O)c3ccc4c(c3)CCCN4C(C)=O)C2)cc(OC)c1 (stereo unspecified) shows -4

Next part
SMILES	UBC13 polyUb	CCR6 antag	APJ agonist	APJ antagonist	Gli-Sufu antag	ATG4B inhibitor	EBI2 block	CXCR6 block
Cc1cccc([C@@H]2[C@@H]3C(=O)N(Cc4ccccc4)C(=O)[C@@H]3[C@]3(Cc4ccccc4)C(=O)N(c4ccccc4)C(=O)N23)c1	-4	0	2	5	38	-3	6	-9
COc1ccc(-c2csc3nc[nH]c(=O)c23)cc1	6	11	-2	11	-9	0	-10	-1
Cc1c(N=C2N=C(NC(=O)Nc3ccc(Cl)cc3)c3ccccc32)c(=O)n(-c2ccccc2)n1C	-13	0	-2	8	23	-10	8	14
COCCN(CC(=O)Nc1cccc(C)c1C)C(=O)c1ccc2c(c1)OCO2	4	-2	-1	1	-5	14	1	-4
COc1ccc(-c2nc(SCC(=O)NC3CCCCC3)n[nH]2)cc1	-4	-6	1	-47	1	-6	-2	-9
Fc1ccc(CSc2nnc3ccc(-c4ccncc4)nn23)cc1	-5	9	-5	-2	1	4	-7	2
Cc1ccc(-n2c(SCC(=O)N3CCC(C(=O)O)CC3)nc3ccccc3c2=O)cc1C	0	3	0	-32	6	-3	-1	6
COc1cc(O)c(C(CCN2CCCCC2)c2ccc(N(C)C)cc2)c(OC)c1 (stereo unspecified)	17	-2	1	16	5	7	-14	-2
COc1cccc(CCNS(=O)(=O)CCNC(=O)c2cccc(OC)c2)c1	5	14	-2	-2	-3	-17	-5	7
CC1(C)C(=O)NC(=O)N1Cc1ccccc1	5	-5	-2	5	-8	-11	-12	7
CCCCN1C(=O)C(CC(=O)NCC)SC1=Nc1ccccc1 (stereo unspecified)	7	4	-3	9	8	-2	4	-4
CCOc1ccc(NC(=O)N2CCC(C(N)=O)(N3CCCCC3)CC2)cc1	8	16	-1	10	1	-4	-13	-5
CCCN1C(=O)C2(SC(NC(C)=O)=NN2C(C)=O)c2cc(C)cc(C)c21 (stereo unspecified)	1	12	-1	8	-21	-2	10	-3
N#CC1(NC(=O)COC(=O)c2ccc(-c3ccc(O)cc3)cc2)CCCCC1	16	7	-1	-2	-15	-16	6	-1
Cc1ccc(C)c2[nH]c(=O)c(CCNC(=O)c3ccc(S(=O)(=O)N4CCOCC4)cc3)cc12	-3	7	2	-7	23	-8	-4	0
Cc1nnn(-c2nonc2N)c1C(=O)NNC(=O)c1ccc(Cl)c(Cl)c1	0	6	-2	8	6	-6	13	-3
C/C(CC(=O)Nc1cc(Cl)ccc1Cl)=N\NC(N)=S	-3	12	-1	5	13	1	4	4
Cn1cc(S(=O)(=O)NC2CCCC2)c(=O)n(C)c1=O	2	3	3	10	1	5	-3	-12
Cc1ccc(-n2nc3c(c2NC(=O)c2ccc4c(c2)OCO4)CS(=O)C3)c(C)c1 (stereo unspecified)	-4	10	-1	-15	-3	-4	1	-2
Cc1ccc(OCCNC(=O)/C=C/c2ccccc2)cc1	8	14	2	-1	1	-6	20	2
COc1ccccc1NC(=O)NCC1CC1(Cl)Cl (stereo unspecified)	-1	14	1	13	20	-8	-10	-7
O=c1cc([O-])[n+]2c3n1CCCN3CCC2	-11	-8	2	-13	-1	-2	-5	-4
Cc1noc(C)c1COc1ccc(C(=O)NCCOc2ccccc2)cc1	4	6	-4	-22	-52	1	17	-15
CCC1(c2ccc(F)cc2)NC(=O)N(CC(=O)N2CCN(S(=O)(=O)c3ccc(C)cc3C)CC2)C1=O (stereo unspecified)	.	-3	.	.	12	-18	-11	-6
